# DT40 TDP1 no CPT: qHTS for Inhibitors of human tyrosyl-DNA phosphodiesterase 1 (TDP1): qHTS in cells in absence of CPT. Potency, µM (highest dose often 46.2 µM), for the others: top-dose activity change, negative = growth inhibition, most hits filed as inhibitors. DT40 Tdp1-/- hTDP1 cells, no CPT, ATP luminescence, 48 h. 15% of 420,000 active. AID 686978, 2013; also: nearly all actives have a fitted effect of over 55% in size
#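 No-CPT arm: Tdp1-/-;hTDP1 DT40 cells (400/well) plus compounds, incubated ≥48 hr at 37 °C. Readout CellTiter-Glo luminescence.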
# DT40 TDP1 CPT: growth inhibition of DT40 Tdp1-/-;hTDP1 cells with camptothecin (screen for TDP1 inhibitors); 12% of 420,000 active; AID 686979; Potency, µM (series often up to 46.2 µM), for the others: top-dose activity change, negative = growth inhibition, usual class: inhibitors; chicken DT40 Tdp1-/-;hTDP1 cells + 20 nM CPT, ATP luminescence, 48 h; also: nearly all actives have a fitted effect of over 55% in size
#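 Chicken DT40 Tdp1-/- cells complemented with human TDP1, 400 cells/well, exposed to compounds plus 20 nM camptothecin for at least 48 h at 37 C; viability read as ATP content by CellTiter-Glo luminescence.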
# KAT2A inh: inhibitors of human GCN5L2 histone acetyltransferase. GCN5L2 HAT assay, ThioGlo1 CoA-SH fluorescence. Potency, µM (doses to about 58.9 µM), without a hit: at the highest dose activity change, negative = inhibition, hits mostly inhibitors. AID 504327. Q92830. 0.21% of 390,000 active
# Target sequence (Q92830 whole entry, looked up): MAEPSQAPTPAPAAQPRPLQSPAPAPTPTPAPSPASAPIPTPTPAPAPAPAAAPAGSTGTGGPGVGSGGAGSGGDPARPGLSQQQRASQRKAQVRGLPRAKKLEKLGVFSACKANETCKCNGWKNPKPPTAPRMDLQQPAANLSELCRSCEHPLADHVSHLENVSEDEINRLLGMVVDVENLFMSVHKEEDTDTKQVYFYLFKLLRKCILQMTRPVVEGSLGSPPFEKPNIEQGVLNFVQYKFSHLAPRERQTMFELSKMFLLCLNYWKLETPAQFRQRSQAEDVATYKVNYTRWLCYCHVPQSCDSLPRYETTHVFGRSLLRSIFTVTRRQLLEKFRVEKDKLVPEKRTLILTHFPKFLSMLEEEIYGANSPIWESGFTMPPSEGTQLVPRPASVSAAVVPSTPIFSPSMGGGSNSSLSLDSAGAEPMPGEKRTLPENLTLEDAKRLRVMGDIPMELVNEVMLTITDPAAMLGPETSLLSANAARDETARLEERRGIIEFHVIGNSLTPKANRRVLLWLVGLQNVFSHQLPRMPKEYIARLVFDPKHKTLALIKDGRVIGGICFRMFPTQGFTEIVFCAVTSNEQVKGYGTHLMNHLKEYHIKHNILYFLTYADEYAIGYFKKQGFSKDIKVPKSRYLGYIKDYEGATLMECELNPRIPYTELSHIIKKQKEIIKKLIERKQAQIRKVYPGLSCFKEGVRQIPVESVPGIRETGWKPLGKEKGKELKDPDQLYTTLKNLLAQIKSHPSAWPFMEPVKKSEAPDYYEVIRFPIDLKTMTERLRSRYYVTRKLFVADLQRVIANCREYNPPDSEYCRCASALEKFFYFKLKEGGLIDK
#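 GCN5L2 (20 nM) in 50mM HEPES pH 7.5, 0.1mM EDTA, 0.01% Tween-20 preincubated 15 min with compounds at room temperature. Reaction started with H3(1-25) 75uM, acetyl-CoA 70uM, ThioGlo1 50uM; CoA-thiol fluorescence (Ex340/Em540) read at 0 and 20 min.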
# An asterisk follows results filed as active; ? = inconclusive; . = no result given; & = joins results of further samples; [ ] = remark or other dose. Calls follow the shape of the dose curve; as a rule, active = well fitted curve in the direction sought with a large enough effect; inconclusive = small, poorly fitted or top-dose-only effect, or another doubt; inactive = no such curve, though single readings can be large; an effect the other way counts as inactive or inconclusive. % is scaled to controls: 0 for no effect and ±100 for the full control effect; potency is read from the fitted curve at half-maximal effect.
Compound | KAT2A inh | DT40 TDP1 CPT | DT40 TDP1 no CPT
COC(=O)c1c(NC(=O)CCCOc2cccc(C)c2)sc2c1CCC2 | 1% | -8% | -4%
O=C(Nc1ccon1)Nc1cccc(Cl)c1Cl | -1% | -5% | 13%
O=C(COC(=O)c1ccc([N+](=O)[O-])o1)NCc1ccccc1 | 0% | -17% | -19%
S=C(NCc1ccco1)Nc1ccc(Br)cc1Cl | 0% | -1% | 0%
O=c1[nH]c2ccc(NCc3ccc(-c4ccccc4)o3)cc2[nH]1 | 1% | -7% | -12%
N#CCC(=O)N/N=C/c1cc([N+](=O)[O-])ccc1N1CCOCC1 | -12% | -2% | -27%
CN(C)/N=C1\CCS(=O)(=O)c2sccc21 | 0% | -26% | -16%
C/C=C/c1ccc(OCCCCN2CC(C)CC(C)C2)c(OC)c1 (stereo unspecified) | -6% | ? | ?
O=C(Nc1cccc2ccccc12)NC1CC1 | . | 3% | -15%
Cc1ccc2nc(N(Cc3cccnc3)C(=O)c3cccs3)sc2c1 | -7% | 7% | -1%
CCOc1ccc(-c2nc(N)ncc2Oc2ccccc2Br)c(O)c1 | 2% | ? | ?
Cc1cccc(N2CCN(C(=O)c3ccc(NC(=O)c4nsc5ccccc45)cc3)CC2C)c1 (stereo unspecified) | -22% | 9.2µM* | 6.5µM*
CCOc1ccc(N2C(=O)c3cccnc3C2Nc2ccc(C)c(C)c2)cc1 (stereo unspecified) | -11% | -4% | ?
COc1cc(CNCCc2c[nH]c3ccccc23)ccc1OCc1ccc(F)cc1 | -14% | 15µM* | 18µM*
Cc1ccc(Cl)c(OCC(=O)OCC(=O)NC2CCCc3ccccc32)c1 (stereo unspecified) | -12% | -10% | -1%
CC(COc1ccccc1)NN (stereo unspecified) | . | -4% | -6%
Cc1cccc(-n2c(C)cc(C(=S)N3CCOCC3)c2C)c1C | -2% | 15µM* | 18µM*
CC1CCN(C(=O)/C(=C\c2ccccc2F)NC(=O)c2ccccc2)CC1 | -4% | 3% | -23%
CC(OC(=O)Cc1c(F)cccc1Cl)C(=O)NCCC1=CCCCC1 (stereo unspecified) | -10% | ? | -24%
COC(=O)c1ccc(S(=O)(=O)N2Cc3ccccc3C2)cc1 | -5% | 8% | -25%
CCOc1ccc(Cc2nnc(SCC(=O)Nc3ccccc3)n(N)c2=O)cc1 | 1% | ? | -18%
COC(c1ccccc1)c1nnc(CCC(=O)N2CCN(CCOc3ccccc3)CC2)o1 (stereo unspecified) | -5% | ? | -28%
O=C(Nc1ccc(Br)cc1F)c1ccc2nsnc2c1 | -4% | ? | 8.2µM*
COCCn1c(C23CC4CC(CC(C4)C2)C3)n[nH]c1=S | -17% | ? | ?
COc1ccc(CNC(=O)CCN2C(=O)[C@@H]3Cc4ccccc4CN3C2=O)cc1 | -3% | ? | -27%
Cc1ccc(S(=O)(=O)N2CCN(C(=O)COC(=O)CCOc3ccc(C(C)(C)C)cc3)CC2)cc1 | -13% | 12µM* | 10µM*
CC1CN(c2ccc([N+](=O)[O-])cc2C#N)CC(C)O1 (stereo unspecified) | -6% | 4% | -7%
N#Cc1ccccc1C[C@H](N)C(=O)NC[C@H]1O[C@@H](n2cnc3c(N)ncnc32)[C@H](O)[C@@H]1O | . | -15% | -5%
CCCCN(C)C(=O)CSc1nc2ccccc2nc1Cc1ccc(C)cc1 | -7% | ? | 16µM*
O=C(Cn1c(SCc2cccc(F)c2)nc2ccncc21)Nc1ccc(Cl)cc1F | -4% | ? | ?
Oc1ccccc1Oc1ncc(Br)c(Cl)n1 | -14% | -5% | 5%
Cc1ccc(S(=O)(=O)N2CCOCC2)cc1C(=O)OC1CCOC1=O (stereo unspecified) | 4% | -11% | 0%
COc1ccc(CCNC(=O)COc2coc(CN3c4ccccc4CC3C)cc2=O)cc1OC (stereo unspecified) | -11% | ? | 16µM*
O=c1[nH]c(SCc2ccccc2F)nc2ccccc12 | 0% | ? | ?
CCCCNC(=O)CNC(=S)N(Cc1ccccc1F)C1CCCCC1 | 3% | 0% | ?
C[C@H](NC(=O)c1cc2cc(Cl)ccc2n1C)C(=O)N[C@@H](C(=O)O)c1ccccc1 | -4% | -3% | 20%
CCN(CC(=O)Nc1ccc2c(c1)OCCO2)C(=O)c1ccc(C(F)(F)F)cc1 | -3% | 7% | -2%
COc1ccc(CN2C(=O)C(CC(=O)NC3CCCC3)CC(C(=O)N3CCOCC3)=C2C)cc1 (stereo unspecified) | . | -16% | -9%
O=C(NNc1ccccn1)C(=O)NNS(=O)(=O)c1ccc(F)cc1 | 4% | -16% | ?
COc1ccc(C)cc1NC(=O)C(NS(=O)(=O)c1cccc2nsnc12)c1ccccc1 (stereo unspecified) | -10% | ? | ?
COc1ccc(OC)c(CN2CCN(C(=O)c3ccc(S(=O)(=O)Nc4ccccc4F)cc3)CC2)c1 | 2% | ? | ?
O=C1NCCCCC1NS(=O)(=O)c1ccc(Cl)cc1 (stereo unspecified) | 3% | -12% | -10%
COc1ccc(Nc2nnc(Cc3ccncc3)c3ccccc23)c(OC)c1 | -28% | -25% | -28%
CCOC(=O)c1ccc(N2C(=O)CC(Sc3nc(C)cc(C)n3)C2=O)cc1 (stereo unspecified) | -4% | -27% | ?
Cc1oc(/N=C/c2ccccc2)c(C#N)c1C | -10% | -19% | -17%
COc1cc(Cl)c(C)cc1NC(=O)c1ccccc1-n1cnnn1 | -8% | ? | ?
CCOC(=O)C1=C[C@@H](CC)N(S(=O)(=O)c2ccccc2)[C@H]1c1ccccc1 | . | ? | 18µM*
CCOC(=O)Nc1ccc2c(c1)N(C(=O)N1CCN(C)CC1)c1ccccc1CC2 | ? | -34% | ?
O=C(NCc1ccco1)c1ccc2c(=O)n(CCC3=CCCCC3)c(=O)[nH]c2c1 | 0% | -8% | -14%
O=C(NC1CCN(C(=O)Nc2ccc(F)cc2)CC1)c1ccccc1F | -2% | -14% | -24%

# Just KAT2A inh and DT40 TDP1 CPT (two entries from above):
SMILES,KAT2A inh,DT40 TDP1 CPT
COCCn1c(C23CC4CC(CC(C4)C2)C3)n[nH]c1=S,-17%,?
Cc1ccc(S(=O)(=O)N2CCN(C(=O)COC(=O)CCOc3ccc(C(C)(C)C)cc3)CC2)cc1,-13%,12µM*

# (further entries)
Compound | KAT2A inh | DT40 TDP1 CPT | DT40 TDP1 no CPT
CC(=O)Nc1cccc(/C(C)=N/Nc2nc3ccccc3s2)c1 | -14% | ? | ?
Cc1ccnc(NC(=O)CCC(=O)N(CC(=O)NCCc2ccccc2)Cc2ccco2)c1 | 0% | -15% | -17%
Cc1cc(NC(=O)Cn2nnc(-c3ccccc3NC(=O)c3ccccc3F)n2)no1 | -4% | 3% | -12%
Cc1ccc(S(=O)(=O)NCCC(=O)NCCCSc2ccccc2)cc1 | -1% | -27% | -26%
Cc1ccc(/C=N/NC(=O)C(NC(=O)c2ccccc2)c2n[nH]c(=O)c3ccccc23)cc1 (stereo unspecified) | -11% | -11% | -10%
CCOC(=O)Nc1sc(NS(=O)(=O)c2ccccc2)nc1C | -3% | -3% | 3%
N#Cc1c(N)nc(N)nc1Nc1ccc(Br)cc1 | 0% | ? | 15µM*
Cc1cc(Oc2ccccc2)nc(OCC#N)n1 | -7% | 28% | -9%
O=C(O)CCc1ccc(-c2ccc(Br)cc2)n1-c1cccc(O)c1 | 0% | -12% | -2%
COc1ccc(C(c2c(O)nc(SC)n(C)c2=O)c2c(O)nc(SC)n(C)c2=O)cc1O | -4% | 14% | -15%
O=[N+]([O-])c1cc(Br)c2nsnc2c1N1CCOCC1 | ? | ? | -26%
COc1ccccc1C(=O)NCCC(=O)N1CCN(S(=O)(=O)c2cccc(Cl)c2)CC1 | 1% | -20% | ?
CCCCNc1nc2ccccc2n1CC(=O)N1CCc2ccccc2C1 | -1% | -23% | ?
NS(=O)(=O)c1ccc(CCNCc2cc(Br)ccc2OCc2ccccc2F)cc1 | -6% | 5.8µM* | 4.1µM*
CC(C)Oc1ccccc1-c1nc(SCC(=O)c2ccc(F)cc2)n[nH]1 | -10% | 21µM* | 16µM*
CCOC(=O)[C@]12CCC=C1N(CCC1=CCCCC1)C(=O)[C@H](CC(=O)NCC1CCCCC1)C2 | . | 23µM* | ?
CC(C)(C)NC(=O)CN(C(=O)CS(=O)CC(=O)Nc1ccc(F)cc1)c1ccc(Cl)cc1 (stereo unspecified) | -5% | -17% | -11%
CS(=O)(=O)Nc1ccc(C(=O)N2CCN(c3ccccc3F)CC2)cc1 | -5% | -14% | -10%
Cc1ccc(N=C2NC(=O)/C(=C/c3cccn3C)S2)cc1C | -1% | 21µM* | 9.2µM*
CSc1nc(-c2ccc(F)cc2)cc(=O)[nH]1 | 1% | 1% | -5%
COc1cccc2sc(NNC(=O)c3nc4ccccc4s3)nc12 | -8% | 5.2µM* | 6.5µM*
CC(C)C(NC(=O)c1ccco1)C(=O)NC1CCCCCC1 (stereo unspecified) | -1% | -6% | -2%
CCOC(=O)N1CCC(N2C(=O)c3ccccc3C2Nc2c(C)cccc2C)CC1 (stereo unspecified) | -8% | ? | ?
Cc1cc(C)cc(NC(=O)C(=O)NCCCN2CCOCC2)c1 | -17%&0% | 17%&4% | 6%&-2%
Nc1cccc(C(=O)c2ccccc2C(=O)O)c1 | . | -17% | 13%
CCc1ccccc1NS(=O)(=O)c1ccc2c(c1)NC(=O)CC(=O)N2 | 2% | 3% | -19%
O=C(CCSCc1ccccc1F)N1CCN(c2ccc(F)cc2)CC1 | -4% | ? | 26µM*
COc1ccc(CCNC(=O)CCC(=O)N2CC(C)Oc3ccccc32)cc1OC (stereo unspecified) | 8% | -21% | ?
COc1ccccc1N1CCN(C(=O)CSc2nc(C)cc(=O)[nH]2)CC1 | -3%&5% | 1%&-7% | -1%&-5%
O=C(Nc1cc(Cl)cc(Cl)c1)N1CCN(C(=O)C2CCCO2)CC1 (stereo unspecified) | -2% | -26% | -15%
Cc1ccc(S(=O)(=O)Nc2ccccc2N(C)S(=O)(=O)c2ccc(C)cc2)cc1 | -3% | ? | ?
CSCCC(NS(=O)(=O)c1ccc2c(c1)c(=O)n(C)c(=O)n2C)C(=O)NC1CCN(Cc2ccccc2)CC1 (stereo unspecified) | 0% | -2% | 0%
CCCC12CN3CCN(CC(C3)/C1=N\NC(=O)c1ccccc1Cl)C2 | 13% | 11% | -2%
CC(N)c1csc(Nc2nncc3ccccc23)n1 (stereo unspecified) | . | ? | ?
Cc1cc(F)ccc1NC(=O)C1CCN(S(=O)(=O)c2ccc3c(c2)CCCC(=O)N3)CC1 | -26%&-7% | -24%&-23% | ?
Cc1ccc(S(=O)(=O)Nc2cc(S(=O)(=O)N3CCOCC3)ccc2NCC2CCCO2)cc1 (stereo unspecified) | -2% | 1% | -8%
CC(=O)OCC1=C(C(=O)O)N2C(=O)C(NC(=O)COc3ccc(F)cc3)C2SC1 (stereo unspecified) | -13% | -10% | -27%
Cc1cc(SCC(=O)NCc2ccccc2)nc(=O)[nH]1 | -1% | -2% | 6%
COc1ccc(NC(=O)c2c(C)noc2C)cc1S(=O)(=O)N1CCCCC1 | . | -11% | ?
Cc1onc(-c2ccccc2Cl)c1C(=O)OCC(=O)c1ccc[nH]1 | -4% | ? | -16%
CCc1nc(SC)[nH]c(=O)c1C | -7% | -4% | 5%
CCN1CCN(C(=O)/C=C/c2ccc(C)cc2)CC1 | -29% | -8% | 16%
C/C(CCC1CC(C)OC1=O)=N\NC(N)=S (stereo unspecified) | -3% | ? | ?
COc1cc2cc(C(=O)O)[nH]c2c(OC)c1OC | -4% | -20% | -2%
COc1cc2[nH]c(C(=O)N3CCN(C)CC3)cc2c(OC)c1OC | 3% | 5% | 10%
Cc1ccc(C)c(N2CCN(CCCNC(=O)c3ccc4nc(C(C)C)oc4c3)CC2)c1 | -5% | 7.3µM* | 3.7µM*
COc1ccc(N2C(=O)CC(Sc3n[nH]c(-c4ccccc4)n3)C2=O)cc1 (stereo unspecified) | -29% | 0.46µM* | 1.2µM*
CC(=O)N1CCN(C(=O)CNC(=O)c2cccs2)CC1 | -1% | 9% | 7%
COc1ccc(-n2ccc(-c3sc(NCc4cc(OC)c5c(c4)OCO5)nc3C)n2)cc1 | . | -10%[9.04 µM] | ?

# 3 of the compounds above, as labelled records.
COc1cc2cc(C(=O)O)[nH]c2c(OC)c1OC
  KAT2A inh = -4%
  DT40 TDP1 CPT = -20%
  DT40 TDP1 no CPT = -2%

COc1cc2[nH]c(C(=O)N3CCN(C)CC3)cc2c(OC)c1OC
  KAT2A inh = 3%
  DT40 TDP1 CPT = 5%
  DT40 TDP1 no CPT = 10%

Cc1ccc(C)c(N2CCN(CCCNC(=O)c3ccc4nc(C(C)C)oc4c3)CC2)c1
  KAT2A inh = -5%
  DT40 TDP1 CPT = 7.3µM*
  DT40 TDP1 no CPT = 3.7µM*

# Screens from PubChem.
